# High-throughput results deposited in PubChem BioAssay by Southern Research Specialized Biocontainment Screening Center.
# M. tuberculosis – growth inhibition of non-replicating M. tuberculosis (AID 488890); Mycobacterium tuberculosis non-replicating, growth inhibition; higher % means a stronger effect; inhibition, % at 25 µM; hits with a dose series show IC50 in µM; 320,000 tested, 0.39% active; in the data active = a potency from the dose series; inconclusive = inhibition mostly from about 82% at the one dose, without a potency; inactive = the rest, 99 in 100 with inhibition below about 76%;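 note: plate controls were DMSO cells for no effect and high antibiotic wells for full effect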
# VEEV TC-83 Vero – inhibitors of VEEV TC-83 cytopathic effect, confirmation, Vero cells (AID 588727); Vero cells, VEEV TC-83 cytopathic effect inhibition; higher % means a stronger effect; inhibition, % at 20 µM, or IC50 in µM where a hit was titrated; 350,000 tested, 0.13% active; in the data active = a potency from the dose series; inconclusive = inhibition mostly from about 14% at the one dose, without a potency; inactive = the rest, 99 in 100 with inhibition below about 12%; note: strong numbers were not always called active
# PhoP GFP inhibition – PhoP regulon inhibitors, Salmonella typhi PhoP promoter GFP reporter, confirmatory (AID 1850); Salmonella Typhi PhoP-promoter GFP reporter, fluorescence, 4 h; higher % means a stronger effect; one-dose inhibition, % at 50 µM; IC50 in µM for titrated hits; 310,000 tested, 0.33% active; in the data active = a potency from the dose series; inconclusive = inhibition mostly from about 25% at the one dose, without a potency; inactive = the rest, 99 in 100 with inhibition below about 19%;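 note: 0% = induced wells with vehicle and 100% = uninduced wells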
# H1N1 NS1A inhibition – H1N1 influenza NS1A inhibitors, functional cell based assay (AID 504329); NS1A functional cell-based assay, percent inhibition; higher % means a stronger effect; one-dose inhibition, % at 12.5 µM; IC50 in µM for titrated hits; 340,000 tested, 0.3% active; in the data active = a potency from the dose series; inconclusive = inhibition above about 27% without an active follow-up result; note: strong numbers were not always called active
# M. tuberculosis HTS – M. tuberculosis growth inhibition, HTS (AID 449762). one-dose inhibition, % at 25 µM; IC50 in µM for titrated hits. M. tuberculosis H37Rv growth inhibition, 7H9 media; higher % means a stronger effect. 330,000 tested, 0.59% active; in the data active = a potency from the dose series; inconclusive = inhibition above about 70% without an active follow-up result;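 note: bacterial growth assessed after seven days of incubation; strong numbers were not always called active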
# VEEV TC-83 Vero 10K pilot screen – further read-out of VEEV TC-83 Vero, marked with its call; inhibition, %; measured here: 10K pilot screen inhibition
# An asterisk follows results filed as active; i = inactive; ? = inconclusive; nt = not tested or not shown. Compounds were not picked by outcome. Share with any hit: about 1.5%.
SMILES,M. tuberculosis,VEEV TC-83 Vero,PhoP GFP inhibition,H1N1 NS1A inhibition,M. tuberculosis HTS,others
O=C(Cc1cccs1)Nc1nnc(SCc2ccc(F)cc2)s1,63%,0.9%,-4%,-1%,9%,
COc1ccc(C(=O)NCC(C)(C)CNC(=O)c2ccc(OC)c(OC)c2)cc1OC,17%,1.5%,-1%,7%,-4%,
CC(C)N1C(=O)/C(=C/c2nc3ccccc3c(=O)n2-c2ccccc2)c2ccccc21,36%,13%,2%,28%,5%,
CCOC(=O)N1CCN(C(=O)C2CCN(S(=O)(=O)c3ccc(Cl)cc3)CC2)CC1,3%,i,4%,-1%,-14%,
C=CCOc1ccc(CNC(C)(C)CO)cc1OCC,-5%,2.1%,-2%,1%,1%,
Cc1ccc(S(=O)(=O)N2CCN(C(=O)COC(=O)Cc3ccc(Cl)cc3)CC2)c(C)c1,48%,i,nt,-15%,1%,
COc1ccc(/C=N/NC(=O)c2ccc(CSc3nc(C)cc(C)n3)cc2)cc1O,-6%,6.4%,-5%,2%,-11%,
CCCNC(=O)CCc1c(C)nc2c(c(C)nn2-c2ccccc2)c1C,2%,0.3%,-7%,-8%,7%,
Cc1ccc(CNC(=O)Cn2nnc3ccccc3c2=O)cc1,-10%,i,4%,-4%,-1%,
Cc1ccccc1-c1ccc(=O)n(CC(=O)Nc2ccc(S(=O)(=O)N(C)C)cc2)n1,-2%,2.4%,9%,-5%,52%,
COC(=O)C[C@H](NC(=O)Cn1cc(C)c(=O)[nH]c1=O)C(=O)OC,nt,i,nt,-6%,nt,
COc1c(F)c(F)c(C(=O)Nc2ccc(-c3nc4ccccc4[nH]3)cc2)c(F)c1F,1%,0.1%,2%,1%,2%,
COc1ccc(S(=O)(=O)NNC(=O)C23CC4CC(CC(C4)C2)C3)cc1,13%,3.1%,-8%,-8%,-5%,
OCCN1CCN(C2Cc3cc(Cl)ccc3Sc3ccc(Cl)cc32)CC1 (centres undefined) (tested in a mixture with another compound),?,2.1%,35µM*,5%,?,
CCCN1CNC(=S)N(c2cc(C)ccc2C)C1,15%,0.5%,-5%,-2%,-4%,
COc1cccc(Oc2coc3cc(OC(=O)N4CCOCC4)ccc3c2=O)c1,39%,2.3%,-8%,1%,13%,
COc1cc(NS(=O)(=O)c2ccc(NC(=O)C34CC5CC(CC(C5)C3)C4)cc2)ncn1,24%,2.6%,-1%,-3%,-6%,
Nc1cc(Cl)cc(C(=O)O)c1Cl,4%,0.3%,nt,-7%,-7%,
COC(=O)c1sc(NC(=O)c2ccc([N+](=O)[O-])o2)c(C#N)c1C,4.3µM*,8.3%,14%,3%,?,
CC(=O)c1cn(CCCOc2ccccc2)c2ccccc12,44%,i,1%,-1%,-2%,
Cc1cc2occ(CC(=O)N(CC(C)C)c3c(N)n(Cc4ccccc4)c(=O)[nH]c3=O)c2cc1C,12%,8.4%,3%,-7%,12%,
COC(=O)c1cccc(Cn2nc(C)c([N+](=O)[O-])c2C)c1,6%,2.1%,-15%,-9%,1%,
CC(C)C(=O)NC(=S)Nc1ccc(S(=O)(=O)NC2CCCCC2)cc1,47%,4.3%,7%,-10%,3%,
C/C(=N\N1CCN(C2c3ccccc3-c3ccccc32)CC1)c1ccco1,-10%,i,-21%,-8%,-1%,
CCOC(=O)c1sc(=S)n(-c2cccc(C(F)(F)F)c2)c1SC,8%,2.9%,-6%,4%,-5%,
CCOC(=O)N1CCN(C(=O)c2c[nH]c3ccc(S(=O)(=O)N(C)c4cccc(C)c4)cc3c2=O)CC1,19%,2.8%,3%,-3%,-1%,
CCOC(=O)c1sc(N(Cc2ccccc2)C(=O)COC(=O)c2ccccc2O)nc1C,48%,1.0%,1%,-7%,1%,
Oc1c(Cl)cc(Cl)cc1CNc1ccc(Br)cn1,-2%,0.2%,-5%,-1%,-9%,
CC(C)OP(=O)(c1ccccc1)c1ccccc1,-5%,i,-6%,23%,-7%,
Cc1ccc(CNC(=O)COC(=O)COc2ccc(C#N)cc2)cc1,-4%,0.0%,nt,-4%,-6%,
Cc1ccccc1C(=O)NCCCNC(=O)c1ccccn1,0%,i,7%,-3%,2%,
COc1cccc(CC2(CO)CCCN(Cc3ccc(OC)c(C)c3OC)C2)c1 (centres undefined),20%,1.0%,-3%,1%,4%,
COc1cc2c(cc1OC)CN(Cc1cc(=O)n3cc(C)ccc3n1)CC2,-12%,1.1%,11%,11%,-7%,
Cc1ccc(N(C(=O)c2ccccn2)C2(C(=O)NC3CCCC3)CCCCC2)cc1,18%,1.1%,-12%,5%,-3%,
CCOc1c2ccc(C(=O)NCc3ccco3)cc2nn1CC,-12%,0.6%,-7%,-13%,37%,
CC(C)n1cc(/C=C2\NC(=O)N(c3cccc(Cl)c3)C2=O)c2ccccc21,4%,1.1%,3%,2%,-14%,
CCc1c(C)sc(NC(=O)c2cc(C3CC3)on2)c1C#N,-12%,0.9%,-6%,18%,2%,
O=C(CNC(=O)c1cccc(F)c1)OCC(=O)N1CCCCC1,25%,0.2%,-8%,2%,-9%,VEEV TC-83 Vero 10K pilot screen=0.7
O=C(NCCN1CCOCC1)C1CCC(=O)N1Cc1ccc(F)cc1 (centres undefined),-5%,3.0%,8%,8%,-7%,VEEV TC-83 Vero 10K pilot screen=0.6
CC(=O)Nc1ccc(C(=O)COC(=O)CCN2C(=O)C3CC=CCC3C2=O)cc1 (centres undefined),-6%,3.7%,-7%,-13%,-24%,
Cc1cc(N2CCCCC2)n2ncc(-c3ccc(Cl)cc3)c2n1,25%,i,-3%,-23%,95%,
C=CC[C@H](CC(=O)N(CCO)Cc1ccccc1)C(=O)N[C@H](COC(=O)[C@@H](CC=C)Cc1ccc(F)cc1)Cc1c[nH]c2ccccc12,24%,0.1%,nt,-1%,4%,
Cc1cc(C)c2c(=O)[nH]n(C3CCOC(C)(C)C3)c2n1 (centres undefined),-7%,i,nt,7%,-5%,
CCOc1cc2c(cc1OCC)-n1cccc1C(c1ccc(C)cc1C)NC2 (centres undefined),64%,i,1%,14%,?,
COc1ccc(-c2ccnc3nc(N4CCOCC4)nn23)cc1,4%,0.4%,-2%,8%,1%,
CCc1nnc(NC(=O)c2cccc(S(=O)(=O)N3CCc4ccccc43)c2)s1,-5%,1.2%,-12%,6%,-2%,
CCOC(=O)Cn1cc([N+](=O)[O-])nc1[N+](=O)[O-],14%,0.5%,0%,4%,14%,
O=C(CSCc1ccccc1)NNC(=S)Nc1cccc(Cl)c1Cl,60%,2.2%,-23%,-20%,-5%,
Cc1occc1C(=O)N1CCN(c2ccc(Cl)cc2)CC1,41%,2.7%,-10%,4%,14%,
COC(=O)c1c(C)[nH]c(C(=O)C(C)OC(=O)C2CC2C)c1C (centres undefined),2%,1.7%,nt,-9%,3%,
C/C=C(\C)C(=O)Nc1cccc(C2=NOC3(C2)C[C@H](C(N)=O)N(C(=O)CC#N)C3)c1 (some centres undefined),-13%,0.2%,-6%,8%,-1%,
O=C(NCC(c1cccs1)N1CCOCC1)c1cn(-c2ccccc2)nc1-c1ccccc1 (centres undefined),-10%,8.4%,nt,-1%,34%,
Cc1cccc(Cn2cc3c(=O)n(Cc4cccc(F)c4)nc-3c3ccccc32)c1,-3%,i,-2%,22%,10%,
CCn1c(=N)n(CC(=O)c2ccc(Br)s2)c2ccccc21,12%,1.3%,11%,-10%,10%,
Cc1cc(/C=C2\NC(=O)NC2=O)c(C)n1-c1cccnc1,-7%,i,-12%,nt,-1%,
COc1ccc(/C=C2\SC(=S)N(CCCC(=O)Nc3ccc(O)cc3)C2=O)cc1,nt,?,4%,1%,42%,
CC(C)C12CN3CCN(CC(C3)C1O)C2 (centres undefined),2%,i,-6%,28%,-3%,
COc1ccc(N(C(=O)c2ccco2)C(C(=O)NC2CCCC2)c2cccs2)c(OC)c1 (centres undefined),47%,0.4%,3%,7%,-7%,
CCCN(CCC)C(=O)c1cn(C)c2ccc(S(=O)(=O)N3CCCC3)cc2c1=O,-1%,0.4%,-10%,-7%,1%,
O=c1sc(N2CCN(c3ccccc3F)CC2)nc2ccsc12,-17%,1.8%,-4%,-21%,2%,
# Other results follow.
SMILES,M. tuberculosis,VEEV TC-83 Vero,PhoP GFP inhibition,H1N1 NS1A inhibition,M. tuberculosis HTS,others
CCc1ccccc1NC(=O)CNC(=O)c1cc(C2CC2)nc2c1cnn2C(C)C,24%,10%,nt,2%,3%,
Cc1ccc(S(=O)(=O)N2CCOCC2)cc1C(=O)NCCCn1ccnc1,-4%,1.9%,4%,-1%,-9%,
O=C(NCCc1ccccc1)NC(Cc1ccccc1)C(=O)O (centres undefined),6%,0.1%,3%,-2%,-1%,
O=C(/C=C/c1ccc([N+](=O)[O-])cc1)NC1CC2CCC1C2 (centres undefined),34%,2.2%,12%,0%,45µM*,

# Sorted by formula weight (largest number first): part of the list above
SMILES,M. tuberculosis,VEEV TC-83 Vero,PhoP GFP inhibition,H1N1 NS1A inhibition,M. tuberculosis HTS,others
Cc1cc2occ(CC(=O)N(CC(C)C)c3c(N)n(Cc4ccccc4)c(=O)[nH]c3=O)c2cc1C,12%,8.4%,3%,-7%,12%,
COc1cc(NS(=O)(=O)c2ccc(NC(=O)C34CC5CC(CC(C5)C3)C4)cc2)ncn1,24%,2.6%,-1%,-3%,-6%,
COc1ccc(C(=O)NCC(C)(C)CNC(=O)c2ccc(OC)c(OC)c2)cc1OC,17%,1.5%,-1%,7%,-4%,
COc1ccc(/C=N/NC(=O)c2ccc(CSc3nc(C)cc(C)n3)cc2)cc1O,-6%,6.4%,-5%,2%,-11%,
CCCN(CCC)C(=O)c1cn(C)c2ccc(S(=O)(=O)N3CCCC3)cc2c1=O,-1%,0.4%,-10%,-7%,1%,
COc1c(F)c(F)c(C(=O)Nc2ccc(-c3nc4ccccc4[nH]3)cc2)c(F)c1F,1%,0.1%,2%,1%,2%,
OCCN1CCN(C2Cc3cc(Cl)ccc3Sc3ccc(Cl)cc32)CC1 (centres undefined) (tested in a mixture with another compound),?,2.1%,35µM*,5%,?,
CCc1ccccc1NC(=O)CNC(=O)c1cc(C2CC2)nc2c1cnn2C(C)C,24%,10%,nt,2%,3%,
COc1cccc(CC2(CO)CCCN(Cc3ccc(OC)c(C)c3OC)C2)c1 (centres undefined),20%,1.0%,-3%,1%,4%,
CCOC(=O)c1sc(=S)n(-c2cccc(C(F)(F)F)c2)c1SC,8%,2.9%,-6%,4%,-5%,
CCOc1cc2c(cc1OCC)-n1cccc1C(c1ccc(C)cc1C)NC2 (centres undefined),64%,i,1%,14%,?,
COc1cc2c(cc1OC)CN(Cc1cc(=O)n3cc(C)ccc3n1)CC2,-12%,1.1%,11%,11%,-7%,
COc1ccc(S(=O)(=O)NNC(=O)C23CC4CC(CC(C4)C2)C3)cc1,13%,3.1%,-8%,-8%,-5%,
O=C(NCCN1CCOCC1)C1CCC(=O)N1Cc1ccc(F)cc1 (centres undefined),-5%,3.0%,8%,8%,-7%,VEEV TC-83 Vero 10K pilot screen=0.6
O=C(NCCc1ccccc1)NC(Cc1ccccc1)C(=O)O (centres undefined),6%,0.1%,3%,-2%,-1%,
Cc1occc1C(=O)N1CCN(c2ccc(Cl)cc2)CC1,41%,2.7%,-10%,4%,14%,
CCc1c(C)sc(NC(=O)c2cc(C3CC3)on2)c1C#N,-12%,0.9%,-6%,18%,2%,
Cc1ccccc1C(=O)NCCCNC(=O)c1ccccn1,0%,i,7%,-3%,2%,
COC(=O)c1cccc(Cn2nc(C)c([N+](=O)[O-])c2C)c1,6%,2.1%,-15%,-9%,1%,
CCCN1CNC(=S)N(c2cc(C)ccc2C)C1,15%,0.5%,-5%,-2%,-4%,
CC(C)OP(=O)(c1ccccc1)c1ccccc1,-5%,i,-6%,23%,-7%,

# 3 entries already listed, sorted by formula weight, high to low.
SMILES,M. tuberculosis,VEEV TC-83 Vero,PhoP GFP inhibition,H1N1 NS1A inhibition,M. tuberculosis HTS,others
CCc1ccccc1NC(=O)CNC(=O)c1cc(C2CC2)nc2c1cnn2C(C)C,24%,10%,nt,2%,3%,
Cc1ccc(S(=O)(=O)N2CCOCC2)cc1C(=O)NCCCn1ccnc1,-4%,1.9%,4%,-1%,-9%,
O=c1sc(N2CCN(c3ccccc3F)CC2)nc2ccsc12,-17%,1.8%,-4%,-21%,2%,
